mHTT CaM bind = mHTT-calmodulin interaction abrogation. P42858. AlphaScreen His-mHTT/GST-CaM binding, luminescence. inhibition, % at 15 µM. 190,000 compounds, 3.6% hits. AID 1671202;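 note: 0% = both proteins with DMSO and 100% = one protein alone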
Target sequence (P42858 whole entry, looked up, stated change not applied): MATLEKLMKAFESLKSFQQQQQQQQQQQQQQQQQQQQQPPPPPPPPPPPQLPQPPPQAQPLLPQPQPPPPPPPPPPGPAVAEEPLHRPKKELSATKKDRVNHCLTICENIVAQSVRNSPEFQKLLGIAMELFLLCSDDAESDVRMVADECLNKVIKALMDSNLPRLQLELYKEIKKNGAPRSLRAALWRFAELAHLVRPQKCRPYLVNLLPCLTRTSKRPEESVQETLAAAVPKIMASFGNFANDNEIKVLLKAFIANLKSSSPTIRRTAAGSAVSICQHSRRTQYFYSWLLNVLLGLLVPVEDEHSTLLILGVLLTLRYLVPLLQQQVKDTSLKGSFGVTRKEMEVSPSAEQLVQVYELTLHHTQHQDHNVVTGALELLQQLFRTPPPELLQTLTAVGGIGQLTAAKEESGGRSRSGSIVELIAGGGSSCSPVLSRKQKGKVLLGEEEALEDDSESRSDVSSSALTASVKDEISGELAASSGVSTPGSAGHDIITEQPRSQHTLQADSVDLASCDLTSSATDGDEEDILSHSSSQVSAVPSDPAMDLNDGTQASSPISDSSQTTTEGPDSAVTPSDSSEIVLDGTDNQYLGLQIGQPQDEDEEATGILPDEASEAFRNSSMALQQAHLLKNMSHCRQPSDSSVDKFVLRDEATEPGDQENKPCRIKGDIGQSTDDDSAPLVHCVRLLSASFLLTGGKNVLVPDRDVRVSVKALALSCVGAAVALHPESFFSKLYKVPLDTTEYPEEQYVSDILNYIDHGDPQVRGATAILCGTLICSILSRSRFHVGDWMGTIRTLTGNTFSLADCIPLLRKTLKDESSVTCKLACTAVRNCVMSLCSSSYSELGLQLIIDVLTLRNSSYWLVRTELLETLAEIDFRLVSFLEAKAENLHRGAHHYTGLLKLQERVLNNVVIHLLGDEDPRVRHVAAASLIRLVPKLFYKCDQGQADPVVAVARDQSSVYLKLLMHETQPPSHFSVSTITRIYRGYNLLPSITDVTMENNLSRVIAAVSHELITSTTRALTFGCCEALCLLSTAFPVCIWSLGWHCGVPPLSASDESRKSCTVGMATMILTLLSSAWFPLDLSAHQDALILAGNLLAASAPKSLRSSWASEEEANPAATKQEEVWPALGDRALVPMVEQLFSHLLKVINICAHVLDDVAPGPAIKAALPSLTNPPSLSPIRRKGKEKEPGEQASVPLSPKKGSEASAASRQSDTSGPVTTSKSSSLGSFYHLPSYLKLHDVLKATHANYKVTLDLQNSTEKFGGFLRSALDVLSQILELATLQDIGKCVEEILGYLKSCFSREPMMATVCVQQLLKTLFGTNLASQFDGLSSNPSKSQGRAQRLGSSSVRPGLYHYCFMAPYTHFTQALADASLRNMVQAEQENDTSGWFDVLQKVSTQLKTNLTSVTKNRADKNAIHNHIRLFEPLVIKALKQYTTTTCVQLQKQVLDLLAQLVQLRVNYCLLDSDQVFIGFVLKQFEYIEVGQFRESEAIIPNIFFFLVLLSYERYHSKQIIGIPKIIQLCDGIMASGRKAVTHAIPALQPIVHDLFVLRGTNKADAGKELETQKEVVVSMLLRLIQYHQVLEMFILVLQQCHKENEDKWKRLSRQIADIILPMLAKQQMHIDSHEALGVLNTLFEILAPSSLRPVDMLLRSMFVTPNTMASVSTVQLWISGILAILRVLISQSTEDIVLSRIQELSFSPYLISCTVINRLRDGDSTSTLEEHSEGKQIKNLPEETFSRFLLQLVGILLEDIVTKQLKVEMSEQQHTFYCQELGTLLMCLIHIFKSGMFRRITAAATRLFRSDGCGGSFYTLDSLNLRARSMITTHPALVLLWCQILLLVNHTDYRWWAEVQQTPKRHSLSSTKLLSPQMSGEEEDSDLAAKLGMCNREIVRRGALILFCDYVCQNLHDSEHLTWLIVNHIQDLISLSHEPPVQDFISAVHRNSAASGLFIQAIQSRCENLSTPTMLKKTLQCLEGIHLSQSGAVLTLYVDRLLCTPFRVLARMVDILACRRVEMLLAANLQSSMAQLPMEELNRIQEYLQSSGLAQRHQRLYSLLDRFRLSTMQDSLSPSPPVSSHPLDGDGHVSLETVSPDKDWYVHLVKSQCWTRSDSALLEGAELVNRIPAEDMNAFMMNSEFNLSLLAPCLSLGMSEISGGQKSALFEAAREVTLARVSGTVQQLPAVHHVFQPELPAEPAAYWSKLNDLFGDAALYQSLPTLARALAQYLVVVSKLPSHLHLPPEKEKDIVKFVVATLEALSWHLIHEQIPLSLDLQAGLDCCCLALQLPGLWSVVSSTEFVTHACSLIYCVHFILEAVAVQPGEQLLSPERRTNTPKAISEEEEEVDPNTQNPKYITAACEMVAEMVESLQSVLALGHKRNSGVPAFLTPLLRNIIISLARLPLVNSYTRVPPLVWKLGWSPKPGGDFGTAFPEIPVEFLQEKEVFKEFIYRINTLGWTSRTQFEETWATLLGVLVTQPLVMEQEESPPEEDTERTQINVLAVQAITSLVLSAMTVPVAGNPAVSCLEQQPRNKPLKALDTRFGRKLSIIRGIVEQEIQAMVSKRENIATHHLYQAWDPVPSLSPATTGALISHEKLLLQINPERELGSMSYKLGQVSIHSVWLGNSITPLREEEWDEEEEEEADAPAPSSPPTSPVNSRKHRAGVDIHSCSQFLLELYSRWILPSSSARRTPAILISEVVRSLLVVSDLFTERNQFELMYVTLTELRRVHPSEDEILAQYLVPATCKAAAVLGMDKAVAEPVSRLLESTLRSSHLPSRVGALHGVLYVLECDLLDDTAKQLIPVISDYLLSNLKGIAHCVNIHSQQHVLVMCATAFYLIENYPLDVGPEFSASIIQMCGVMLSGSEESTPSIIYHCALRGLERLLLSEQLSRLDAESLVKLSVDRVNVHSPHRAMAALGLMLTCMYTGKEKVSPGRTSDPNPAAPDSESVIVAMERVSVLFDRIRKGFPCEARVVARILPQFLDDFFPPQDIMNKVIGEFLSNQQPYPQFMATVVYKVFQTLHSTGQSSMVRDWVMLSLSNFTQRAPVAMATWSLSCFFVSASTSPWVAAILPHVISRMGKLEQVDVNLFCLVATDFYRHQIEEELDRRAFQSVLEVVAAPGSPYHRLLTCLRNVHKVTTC
Pf apPOL inh = Pf-apPOL DNA polymerase inhibition | Recombinant Pf-apPOL, molecular beacon fluorescence, 1.5 h | inhibition, % at 10 µM | 210,000 compounds, 0.25% hits
Active calls of the source: *; & = joins results of further samples. Cut-off read from the data, not from the text of the source: active = inhibition above about 50%; inactive = the rest.

Preview (7 entries):
`Cc1c(C(=O)Nc2ccccc2Br)oc2ccc(S(=O)(=O)N3CCCCC3)cc12` gave mHTT CaM bind 0 and Pf apPOL inh -6.
Screening CNC(=O)c1csc(NC(=O)c2ccc(S(=O)(=O)N3CCOCC3)cc2)n1 returned mHTT CaM bind -10 and Pf apPOL inh -5.
`Cc1cc(C(=O)O)c(NC(=O)c2ccccc2Cl)s1` gave mHTT CaM bind -4 and Pf apPOL inh -2.
`CCCN1C(=O)CCc2cc(C(=O)NCc3ccc(F)cc3)ccc21` gave mHTT CaM bind -3 and Pf apPOL inh -3.
For COc1cccc(C2C(=C(O)c3ccccc3)C(=O)C(=O)N2CCCN2CCOCC2)c1OC (stereo unspecified) the results were mHTT CaM bind 4 and Pf apPOL inh -5.
CN(C)c1ccc(NC(=O)CN2CCN(C3c4ccccc4-c4ccccc43)CC2)cc1 was read as mHTT CaM bind 36 and Pf apPOL inh -2.
`Cc1ccc(S(=O)(=O)N2CCSC2c2ccc(Cl)cc2)cc1` (stereo unspecified) gave mHTT CaM bind -64 and Pf apPOL inh -8.

The whole of this part (from the top)
`Cc1c(C(=O)Nc2ccccc2Br)oc2ccc(S(=O)(=O)N3CCCCC3)cc12` gave mHTT CaM bind 0 and Pf apPOL inh -6.
Screening CNC(=O)c1csc(NC(=O)c2ccc(S(=O)(=O)N3CCOCC3)cc2)n1 returned mHTT CaM bind -10 and Pf apPOL inh -5.
`Cc1cc(C(=O)O)c(NC(=O)c2ccccc2Cl)s1` gave mHTT CaM bind -4 and Pf apPOL inh -2.
`CCCN1C(=O)CCc2cc(C(=O)NCc3ccc(F)cc3)ccc21` gave mHTT CaM bind -3 and Pf apPOL inh -3.
For COc1cccc(C2C(=C(O)c3ccccc3)C(=O)C(=O)N2CCCN2CCOCC2)c1OC (stereo unspecified) the results were mHTT CaM bind 4 and Pf apPOL inh -5.
CN(C)c1ccc(NC(=O)CN2CCN(C3c4ccccc4-c4ccccc43)CC2)cc1 was read as mHTT CaM bind 36 and Pf apPOL inh -2.
`Cc1ccc(S(=O)(=O)N2CCSC2c2ccc(Cl)cc2)cc1` (stereo unspecified) gave mHTT CaM bind -64 and Pf apPOL inh -8.
O=C(CSc1n[nH]c(-c2ccccc2)n1)Nc1nnc(-c2ccccc2)s1 was read as mHTT CaM bind 29 and Pf apPOL inh -3.
`O=C(Nc1ccc2oc(-c3cccnc3)nc2c1)c1ccc(-c2ccc(F)cc2)o1` gave mHTT CaM bind 8 and Pf apPOL inh 3.
`COc1ccc(C(=O)Nc2cc(-c3ccccn3)no2)cc1` gave mHTT CaM bind -10 and Pf apPOL inh -2.
Screening CCCCNC(=O)C1CCCN(c2nc3nc[nH]c(=O)c3s2)C1 (stereo unspecified) returned mHTT CaM bind -6 and Pf apPOL inh -1.
Screening Cc1cc(C(F)(F)F)nn1CC(=O)Nc1cccnc1 returned mHTT CaM bind 1 and Pf apPOL inh 11.
For O=C(Nc1ccccc1)c1cc(S(=O)(=O)Nc2cccc([N+](=O)[O-])c2)cs1 the results were mHTT CaM bind 9 and Pf apPOL inh -3.
`Cc1ccc(N=c2oc3ccc([N+](=O)[O-])cc3cc2C(N)=O)cc1` gave mHTT CaM bind 13 and Pf apPOL inh 4.
COc1ccc(/C=C2\SC(=O)N(CNc3cccc(Cl)c3)C2=O)cc1OC was read as mHTT CaM bind 8 and Pf apPOL inh 9.

The final 3 records of the section above are carried over, then new ones follow:
For O=C(Nc1ccccc1)c1cc(S(=O)(=O)Nc2cccc([N+](=O)[O-])c2)cs1 the results were mHTT CaM bind 9 and Pf apPOL inh -3.
`Cc1ccc(N=c2oc3ccc([N+](=O)[O-])cc3cc2C(N)=O)cc1` gave mHTT CaM bind 13 and Pf apPOL inh 4.
COc1ccc(/C=C2\SC(=O)N(CNc3cccc(Cl)c3)C2=O)cc1OC was read as mHTT CaM bind 8 and Pf apPOL inh 9.
Screening O=C1CCCC2=C1C(c1ccccc1Cl)Nc1ccccc1N2 (stereo unspecified) returned mHTT CaM bind 0 and Pf apPOL inh -10.
Screening COc1ccc(C2CC(=O)Nc3n[nH]c(C)c32)c(OC)c1 (stereo unspecified) returned mHTT CaM bind -1 and Pf apPOL inh -8.
O=C(COc1ccccc1F)NCC1CCN(Cc2ccccn2)CC1 was read as mHTT CaM bind -1 and Pf apPOL inh -2.
`COc1ccc(-c2csc(Nc3ccc(N)cc3)n2)cc1` gave mHTT CaM bind 88* and Pf apPOL inh -2.
Screening CCS(=O)(=O)c1cccc(C(=O)Nc2nnc(C3=COCCO3)o2)c1 returned mHTT CaM bind 22 and Pf apPOL inh -4.
O=C(Nc1ccccc1F)c1cnn2c3c(cnc12)CCCCCC3 was read as mHTT CaM bind 2 and Pf apPOL inh -3.
For COCCn1c(C2CCN(C(=O)CC3CCCC3)C2)nc2cccnc21 (stereo unspecified) the results were mHTT CaM bind 1 and Pf apPOL inh -2.
Screening CC1CC(C)CN(S(=O)(=O)c2ccc(F)c(C(=O)NCCc3ccccc3Cl)c2)C1 (stereo unspecified) returned mHTT CaM bind -7 and Pf apPOL inh -7.
`COc1ccc(NC(=O)c2cn(-c3ccccc3)nc2-c2cccnc2)cc1` gave mHTT CaM bind 26&-3 and Pf apPOL inh 1&5.
Screening CCSc1nnc(NC(=O)c2ccccc2)s1 returned mHTT CaM bind -4 and Pf apPOL inh -3.
For COc1cc(SC)ccc1C(=O)N1CCc2ccccc21 the results were mHTT CaM bind 4 and Pf apPOL inh -8.
`CC(C)CC(=O)N1CCc2c(c(-c3nc(-c4ccccc4)no3)nn2C)C1` gave mHTT CaM bind 3 and Pf apPOL inh 3.
CCOC(=O)Cc1ccc(NC(=O)N2CCCn3nc(-c4cccnc4)cc3C2)cc1 was read as mHTT CaM bind 3 and Pf apPOL inh 2.
Screening CC1(C(=O)NC2CCCCC2)CCC(=O)N1Cc1ccccc1Cl (stereo unspecified) returned mHTT CaM bind 2 and Pf apPOL inh 0.
Cc1cc(C)cc(NC(=O)c2c(C)sc3c(=O)n(C(C)C)cnc23)c1 was read as mHTT CaM bind -3 and Pf apPOL inh -6.
CC1CCCCN1C(=O)c1cccc(-c2nc(-c3ccc(F)cc3)no2)c1 (stereo unspecified) was read as mHTT CaM bind 2 and Pf apPOL inh -4.
O=C1/C(=C/c2ccccc2F)CCC1C1CCCC1 (stereo unspecified) was read as mHTT CaM bind -57 and Pf apPOL inh 0.
C=CCNC(=O)C1CC(c2ccccc2OC)=NO1 (stereo unspecified) was read as mHTT CaM bind -1 and Pf apPOL inh -9.
Cc1cccc(C)c1NC(=O)CN(c1c(C)cccc1C)S(C)(=O)=O was read as mHTT CaM bind 6 and Pf apPOL inh 3.
`CCOC(=O)c1c(S(=O)(=O)Nc2ccc(C(F)(F)F)cc2)n[nH]c1C` gave mHTT CaM bind 15 and Pf apPOL inh -17.
`CCC(C)NC(=O)CSc1nc(NCCc2ccc(OC)c(OC)c2)c2ccccc2n1` (stereo unspecified) gave mHTT CaM bind 10 and Pf apPOL inh -6.
Screening COc1cc(NS(=O)(=O)c2ccccc2[N+](=O)[O-])c(OC)cc1Cl returned mHTT CaM bind 14 and Pf apPOL inh 0.
For CCCc1c2oc(C(=O)O)cc(=O)c2cc2c(=O)cc(C(=O)O)n(CC)c12 the results were Pf apPOL inh 5.
For Cc1ccc(C(O)CNC(=O)C2c3ccccc3Oc3ccccc32)o1 (stereo unspecified) the results were mHTT CaM bind -5 and Pf apPOL inh -6.
CCNC(=O)Nc1cc(C)ccc1N1CCCN(Cc2ccccc2)C1=O was read as mHTT CaM bind 13 and Pf apPOL inh 1.
For CN(CCc1ccccn1)C(=O)CCC1CCCN(c2cc(NC3CC3)ncn2)C1 (stereo unspecified) the results were mHTT CaM bind 0 and Pf apPOL inh -8.
O=C(NCc1ccc(Cl)cc1)N1CCC(c2nnc(C3CC3)s2)CC1 was read as mHTT CaM bind -5 and Pf apPOL inh -22.
For O=C(NC(Nc1ccc(Br)cc1)C(=O)c1ccccc1)c1cccs1 (stereo unspecified) the results were mHTT CaM bind 63* and Pf apPOL inh -2.
Screening Cc1cc(C)n(S(=O)(=O)c2ccc(F)cc2)n1 returned mHTT CaM bind -9&-14 and Pf apPOL inh 2&-3.
Screening CC(=O)Nc1cccc(N2CC(C(=O)Nc3ccc(C(C)C)cc3)CC2=O)c1 (stereo unspecified) returned mHTT CaM bind 7 and Pf apPOL inh -2.

Sorted by count of non-hydrogen atoms (falling): some entries from above.
Screening CC(=O)Nc1cccc(N2CC(C(=O)Nc3ccc(C(C)C)cc3)CC2=O)c1 (stereo unspecified) returned mHTT CaM bind 7 and Pf apPOL inh -2.
For CCCc1c2oc(C(=O)O)cc(=O)c2cc2c(=O)cc(C(=O)O)n(CC)c12 the results were Pf apPOL inh 5.
O=C1/C(=C/c2ccccc2F)CCC1C1CCCC1 (stereo unspecified) was read as mHTT CaM bind -57 and Pf apPOL inh 0.

More results:
`Fc1ccc(C2=CC(c3cc(Br)ccc3OC(F)F)n3ncnc3N2)cc1` (stereo unspecified) gave mHTT CaM bind 2 and Pf apPOL inh 6.
For Cc1ccc(-n2cc(C(=O)N3CCSCC3)nn2)cc1C the results were mHTT CaM bind -11 and Pf apPOL inh -3.
`CC1=C(C(=O)Nc2ccccc2)C(c2cccs2)NC(=O)N1` (stereo unspecified) gave mHTT CaM bind 1 and Pf apPOL inh 1.
`COc1ccccc1CNC(=O)CCCc1ccccc1` gave mHTT CaM bind -11 and Pf apPOL inh -5.
Screening Cc1ccc(C(=O)NCC2CCN(c3cc(-c4ccccn4)[nH]n3)CC2)cc1 returned mHTT CaM bind 31 and Pf apPOL inh 5.
CC1/C(=N/O)CC(c2ccccc2)NC1c1ccccc1 (stereo unspecified) was read as mHTT CaM bind inactive and Pf apPOL inh 3.
For COc1ccccc1C(=O)Nc1cccc(Br)c1 the results were mHTT CaM bind -34 and Pf apPOL inh 1.
Screening O=S(=O)(Nc1ccc(Cn2cncn2)cc1)c1ccc(Br)cc1 returned mHTT CaM bind 1 and Pf apPOL inh 2.
For O=C1C2C3C=CC(C4CC34)C2C(=O)N1c1cccnc1 (stereo unspecified) the results were mHTT CaM bind 3 and Pf apPOL inh 2.
`COc1ccc(NC(=O)CSc2nc3nc(C)c(Cc4ccccc4C)c(C)n3n2)cc1OC` gave mHTT CaM bind 55* and Pf apPOL inh -8.
Screening Cc1c(NC(=O)c2ccc([N+](=O)[O-])cc2Cl)cccc1-c1nc2ncccc2o1 returned mHTT CaM bind 7 and Pf apPOL inh -416.
Screening COc1ccc(-n2nc(C(=O)Nc3cccc(C(F)(F)F)c3)c3ccccc3c2=O)cc1 returned mHTT CaM bind -4 and Pf apPOL inh -8.
COc1ccc(NS(=O)(=O)c2ccc(Cl)c(C(=O)Nc3ccccc3[N+](=O)[O-])c2)cc1 was read as mHTT CaM bind 19 and Pf apPOL inh 0.
For COc1ccc(CC(C)(O)CNC(=O)c2ccc3nsnc3c2)cc1 (stereo unspecified) the results were mHTT CaM bind -2 and Pf apPOL inh 4.
`CN1CCCN(Cc2ccc([N+](=O)[O-])cc2)CC1` gave mHTT CaM bind -6 and Pf apPOL inh -8.
Cc1ccc(NC(=O)CN2C(=O)C(c3ccccc3)=NC23CCCC3)cc1C was read as mHTT CaM bind 2 and Pf apPOL inh 2.
For N#Cc1ccc(Oc2c([N+](=O)[O-])cc(C(F)(F)F)cc2[N+](=O)[O-])cc1 the results were mHTT CaM bind 5 and Pf apPOL inh 1.
Screening O=C1CCN(S(=O)(=O)c2cccc(S(=O)(=O)c3ccc(Cl)cc3)c2)C2CCCCC12 (stereo unspecified) returned mHTT CaM bind -2 and Pf apPOL inh -3.
`O=C(NCCc1ccccn1)C1CN(S(=O)(=O)c2cccnc2)CC12CCCCC2` (stereo unspecified) gave mHTT CaM bind 2 and Pf apPOL inh 1.
COc1ccc(Cl)cc1N1C(=O)CSC1c1ccc(Br)cc1 (stereo unspecified) was read as mHTT CaM bind 3 and Pf apPOL inh 1.
Cc1ccc(C2=NN(S(C)(=O)=O)C(c3cc4cccc(C)c4nc3Cl)C2)cc1 (stereo unspecified) was read as mHTT CaM bind -5 and Pf apPOL inh -10.
O=C1NN(c2ccc(Cl)c(Cl)c2)C(=O)/C1=C/c1ccc(O)c(O)c1 was read as mHTT CaM bind 73* and Pf apPOL inh -1.
Screening O=C(CSCc1ccccc1Cl)N1CCN(c2ccccc2)CC1 returned mHTT CaM bind 10 and Pf apPOL inh 6.
CCCN1C(=O)/C(=C\c2nc3ccccc3c(=O)n2-c2ccccc2OC)c2ccccc21 was read as mHTT CaM bind 56* and Pf apPOL inh 1.
COc1ccccc1Oc1c(C)oc2cc(OC(=O)c3ccco3)ccc2c1=O was read as mHTT CaM bind 2&0 and Pf apPOL inh 2&-6.
`Cn1c(=O)c2[nH]c(SCC(=O)c3ccc4c(c3)OCCO4)nc2n(C)c1=O` gave mHTT CaM bind -5 and Pf apPOL inh 19.
Screening Cc1cc(C)n2nc(SC(C)C(=O)NC3CC3)nc2n1 (stereo unspecified) returned mHTT CaM bind -15 and Pf apPOL inh -2.
Screening O=S(=O)(Nc1ccc(Cl)cn1)c1cccs1 returned mHTT CaM bind -8.
`CCOC(=O)c1cnc(ON=C(N)c2ccc(C(F)(F)F)cc2)nc1C(F)(F)F` gave Pf apPOL inh -1.
`O=C(Nc1ccc(Cl)cc1F)C1CCCN(C(=O)c2ccccc2F)C1` (stereo unspecified) gave mHTT CaM bind 26 and Pf apPOL inh -6.
Screening Cn1cc(CNC(=O)c2c(NC(=O)CCn3cc(Cl)c([N+](=O)[O-])n3)cnn2C)cn1 returned mHTT CaM bind 4.
Screening O=C(NC1CCCCC1)C1c2ccccc2C(=O)N1C1CCCC1 (stereo unspecified) returned mHTT CaM bind -10 and Pf apPOL inh -7.

Source: PubChem BioAssay (University of Kansas High Throughput Screening Laboratory)
